Screening results as filed in PubChem BioAssay.
HCMV inh: blocks human cytomegalovirus replication | activity change, negative = inhibition, % at 57.5 µM | AID 1259415 | HFF cells, HCMV-luciferase reporter, 72 h; stronger effect = lower value | hit rate 4.5% among 410,000; in the data active means activity change below about -60%; inconclusive means no clear call, values can overlap the other calls; inactive means above about -39%
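Steps: HFFs plated, 16 h 37C; compounds added; HCMV-luciferase added to MOI 1 PFU/cell; 72 h 37C; OneGlo reagent, 5 min room temperature; luminescence read, normalized to controls.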
Sm TGR inh: blocks Schistosoma mansoni thioredoxin glutathione reductase. hit rate 3% among 360,000. Potency, µM (series often up to 114 µM), for the others: at the top dose activity change, negative = inhibition, hits mostly inhibitors. Q962Y6. purified TGR, DTNB reduction, TNB absorbance 405 nm; further: potency means the concentration at half of the fitted maximal effect; nearly all actives have a fitted effect of over 60% in size
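Kinetic colorimetric format: TGR-catalysed, NADPH-driven DTNB reduction monitored via TNB absorbance. Enzyme dispensed at 20 nM; compound exposure 15 min at room temperature before reaction start.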
AmpC inh detg: inhibitors of E. coli AmpC beta-lactamase with detergent. P00811. AmpC hydrolysis of nitrocefin, absorbance 480 nm, 0.01% Triton. Potency, µM (doses to about 114 µM), without a hit: at the top dose activity change, negative = inhibition, actives largely listed as inhibitors. hit rate 0.041% among 370,000;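 further: potency means the concentration at half of the fitted maximal effect; 0% = no-compound wells and -100% = no-enzyme wells; nearly all actives have a fitted effect of over 25% in size; some results filed as inactive show a strong effect at the top dose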
Target sequence (P00811 whole entry, looked up): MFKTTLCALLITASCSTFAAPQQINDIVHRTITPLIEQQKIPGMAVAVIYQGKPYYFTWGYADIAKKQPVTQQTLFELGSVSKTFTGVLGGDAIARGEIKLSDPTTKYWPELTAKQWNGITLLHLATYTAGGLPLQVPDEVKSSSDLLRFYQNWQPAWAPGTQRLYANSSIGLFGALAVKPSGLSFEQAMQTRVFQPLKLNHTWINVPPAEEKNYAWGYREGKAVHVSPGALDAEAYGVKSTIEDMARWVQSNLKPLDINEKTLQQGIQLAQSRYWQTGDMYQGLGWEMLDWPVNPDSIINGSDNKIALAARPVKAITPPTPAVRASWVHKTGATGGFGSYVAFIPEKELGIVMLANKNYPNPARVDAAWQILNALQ
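20 mM phosphate pH 7.0 + 0.01% (detergent screen) or 0.0001% Triton X-100; 5.3 nM AmpC reagent; cpd preinc 15 min RT; nitrocefin (800 uM stock) to start; A480 q20 s × 4 min; Activity was normalised to no-enzyme and no-compound control wells.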
Giardia FBPA inh: blocks Giardia fructose-bisphosphate aldolase activity; purified Giardia FBPA; Potency, µM (doses to about 59.6 µM), inactives show at the top dose activity, negative = inhibition, most hits filed as inhibitors; hit rate 0.71% among 290,000; AID 2451; further: potency means the concentration at half of the fitted maximal effect; nearly all actives have a fitted effect of over 55% in size
Target sequence (A8B2U2 whole entry, looked up): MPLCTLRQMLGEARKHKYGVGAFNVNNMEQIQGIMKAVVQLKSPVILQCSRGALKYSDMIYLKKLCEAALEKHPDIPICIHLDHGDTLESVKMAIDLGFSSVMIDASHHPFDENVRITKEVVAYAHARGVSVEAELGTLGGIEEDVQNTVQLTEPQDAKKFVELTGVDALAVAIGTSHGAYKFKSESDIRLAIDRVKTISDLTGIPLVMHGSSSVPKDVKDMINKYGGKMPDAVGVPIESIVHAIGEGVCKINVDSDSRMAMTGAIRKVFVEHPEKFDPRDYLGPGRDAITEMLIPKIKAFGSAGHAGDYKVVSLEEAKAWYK
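40 nM FBPA preincubated 10 min at RT with compound (up to 57.5 uM final), then substrate plus GAPDH/TPI/NAD/arsenate coupling and diaphorase/resazurin added. Fluorescence read after 20 min at RT, 525/598 nm.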
HCV inhibitor: blocks hepatitis C virus; Huh7.5.1 HCVcc-Cre infection, luciferase reporter, 44 h; Potency, µM (series often up to 41.8 µM), for inactives: at the top dose activity change, negative = inhibition, actives largely listed as inhibitors; hit rate 3.4% among 340,000; further: potency means the concentration at half of the fitted maximal effect
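Cells seeded at 1,000/well and cultured 4 h, then compounds added followed by HCVcc-Cre virus (~0.5 moi). After 44 h further culture, luciferase substrate was added, plates held 15 min at room temperature, and luminescence read for 15 sec.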
AMA1 RON2 block: AMA1-RON2 (P. falciparum) interaction inhibition. AlphaScreen AMA1-biotinylated RON2 peptide binding. Potency, µM (series often up to 58.2 µM), without a hit: at the highest dose activity change, negative = inhibition, most hits filed as inhibitors. hit rate 0.2% among 360,000. AID 720542;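 further: potency means the concentration at half of the fitted maximal effect; 0% = vehicle wells and -100% = peptide control; nearly all actives have a fitted effect of over 45% in size; some results filed as inactive show a strong effect at the top dose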
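AMA1 (3D7) with his tag at 25 nM final met compounds first, then biotinylated RON2 peptide at 25 nM; detection used donor plus acceptor beads, 10 µg/mL apiece, read by AlphaScreen after 30 min at room temperature.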
The depositor's hits bear a star; ? = inconclusive; nt = no result given; & = joins results of further samples; [ ] = dose if it differs, or a comment. Unless noted, the call rests on the fitted dose curve; in most records, active means well fitted curve in the direction sought with a large enough effect; inconclusive means small, poorly fitted or top-dose-only effect, or another doubt; inactive means no such curve, though single readings can be large; an effect the other way counts as inactive or inconclusive. Unless noted, on the % scale 0 is the no-effect control and ±100 the full control effect.

SMILES	HCMV inh	Sm TGR inh	AmpC inh detg	Giardia FBPA inh	HCV inhibitor	AMA1 RON2 block
CCOc1ccc(NC(=O)NNC(=O)C(C)Oc2ccccc2OC)cc1 (stereo unspecified)	?	3%	-1%	1%	-16%	73%[activator]
CC[C@@]12C(=O)N(c3ccc(C)cc3)C(=O)N1[C@H](c1cccc(C)c1)[C@@H]1C(=O)N(Cc3ccccc3)C(=O)[C@@H]12	-22	5%	?	nt	-26%	7%
O=C(c1ccc(F)cc1)N1c2ncnn2C2(CCCCC2)[C@@H]2CCCC[C@@H]21	-2	1%	21%	nt	nt	nt
O=C(NC1CCCCC1)C1CCN(S(=O)(=O)c2cccs2)CC1	23	10%	?	7%	22%	-6%
CC(OC(=O)C1CC2CCCC(C1)C2=O)C(=O)Nc1cccc([N+](=O)[O-])c1 (stereo unspecified)	41	nt	nt	nt	3%	4%
CCO[C@H]1OC(C(=O)Nc2ccccc2)=C[C@@H](c2ccc(C(F)(F)F)cc2)[C@@H]1CCCO	-5	4%	6%	-13%	?	1%
CN(CC(=O)c1c(N)n(C)c(=O)n(C)c1=O)c1ccccc1	?	nt	-9%	-17%	4%	17%
CCOc1cc(C=O)ccc1OCC(=O)NC(C)(C)C	5	17%	2%	3%	-7%	1%
CSCCC1COC(c2cccs2)=N1 (stereo unspecified)	-20	9%	2%	1%	1%	-5%
COc1ccc(Cn2nc3n(c2=O)-c2ccccc2OC3)cc1	18	-4%	-4%	nt	nt	nt
O=C(CCC1CCCN(C(=O)C2(c3ccccc3)CC2)C1)N1CCN(c2ccccn2)CC1 (stereo unspecified)	?	6%	2%	-3%	?	-1%
COC(=O)c1ccccc1NC(=O)c1cc([N+](=O)[O-])nn1Cc1ccccc1	-5	6%	?	0%	7%	11%
CCOC(=O)N1CCC(NC(=O)CN2C(=O)C(CC)Oc3ccc(C)cc32)CC1 (stereo unspecified)	-9	-5%	?	3%	?	-4%
COc1ccc(CC2C(=O)N(c3ccccc3)C(=O)N(c3ccccc3)C2=O)c(OC)c1	94	-25%	?	-15%	17%	-2%
COc1ccccc1NC(=O)Nc1ccccc1SC	32	nt	-15%	-21%	-12%	3%
Cc1ccc2oc(=O)c3cc(C(=O)NCCCN4CCN(C)CC4)sc3c2c1	0	-1%	-9%	-2%	?	-5%
CCOC(=O)Cc1csc(/N=C/c2c(O)n(-c3ccc(C)c(C)c3)c(=O)c3ccccc23)n1	?	0%	-1%	13%	17%	16%
O=C(CCc1ccccc1)Nc1nn[nH]n1	32	-10%	-5%	?	13%	-2%
CCSCc1nc(N)nc(NCCc2ccccc2)n1	-5	12%	-2%	-21%	3%	-9%
C=CCN=C(NC#N)SC	-6	4%	7%	8%	22%	3%
CCOc1ccccc1C(=O)NCC(c1ccc(N(C)C)cc1)N1CCc2ccccc21 (stereo unspecified)	-29	9%	18%	nt	nt	nt
COc1ccc(NC(=O)CSc2nc3ccc(OC)cc3[nH]2)cc1	-5	1%	-15%	5%	3%	-14%
Cc1cccc(-n2c(C)cc(/C=C3/C(=N)N4C(c5ccccc5)=CSC4=NC3=O)c2C)c1	43	9%	-3%	6%	-2%	-4%
Cc1noc(NS(=O)(=O)c2ccc(N3C(=O)c4ccccc4C3=O)cc2)c1C	-1	2%	2%	?	21%	-2%
COc1cc(OC)c(NS(=O)(=O)c2c(C(=O)N3CCCCC3)c(C)n(C)c2C)cc1Cl	-15	-4%	0%	nt	6%	-2%
COc1ccccc1Nc1nc(N)nc(CN2CCN(c3ccccc3)CC2)n1	6	-28%	0%	2%	?	-28%
C=CCc1cc(C)ccc1OCCCC(C(=O)OCC)C(=O)OCC	-8	2%	3%	0%	9%	101%[activator]
O=S(=O)(Nc1ccc(Br)cc1)c1cccc(NS(=O)(=O)c2cccs2)c1	-26	nt	nt	nt	18%	-12%
CCc1ccc(OCc2cc(=O)n3cc(C)sc3n2)cc1	-22	6%	10%	nt	nt	nt
CCCC(C)C(=O)Nc1ccc(Cl)cc1Cl (stereo unspecified)	-78*	2%	?	1%	-22%	19%
c1cc(CNC2C3CC4CC(C3)CC2C4)ccn1 (stereo unspecified)	-23	-2%	-5%	-12%	7%	1%
CCCn1c(SCC(=O)N2c3ccccc3CCc3ccccc32)nc2c1c(=O)n(C)c(=O)n2C	27	8%	-1%	2%	?	0%
CC(CN1CCOCC1)C(=O)O (stereo unspecified)	17	-13%	-3%	-19%	10%	7%
CC(=O)N1N=C(c2c(-c3ccccc3)c3cc(Br)ccc3[nH]c2=O)CC1c1ccco1 (stereo unspecified)	?	13µM*	-3%	2%	?	0%
CCOC(=O)N1CCC(NC(=O)c2ccc3nc4ccccc4c(=O)n3c2)CC1	nt	0%	-17%	-1%	nt	nt
O=C(CSc1cn(CCNC(=O)c2c(F)cccc2F)c2ccccc12)Nc1ccc(F)cc1	-17	4%	4%	nt	nt	nt
COc1cc(/C=C(\C#N)c2nc(-c3cc4ccccc4oc3=O)cs2)ccc1O	23	-24%	1%	3%	?	4%
COc1ccc(CC(=O)OCC(=O)Nc2ccc3c(c2)OCO3)cc1OC	-20	9%	-2%	-6%	-9%	-4%
Cc1cc(C(=O)OCC(=O)Nc2ccc(F)c(F)c2)c(C)o1	-10	-23%	3%	-2%	?	-9%
NS(=O)(=O)c1ccc(Nc2ncccc2[N+](=O)[O-])cc1	19	0%	-14%	-2%	1%	-15%
CCOC(=O)C1CCN(c2c(N3CCN(c4ccccc4OC)CC3)c(=O)c2=O)CC1	82	-12%	?	-2%	-5%&3%	-1%
Cc1ccc(-c2ccc(=O)n(CC(=O)N3CCN(c4cc(Cl)ccc4C)CC3)n2)cc1	-18	-25%	?	0%	?	3%
COc1ccc(C(C(=O)NCC2CCCO2)N(Cc2cccs2)C(=O)c2snc(C(N)=O)c2N)cc1OC (stereo unspecified)	-30	-12%	-5%	nt	-3%	3%
COC(=O)[C@H](CC(C)C)NC(=O)Nc1cccc(Br)c1	3	0%	-8%	1%	6%	-14%
Cc1ccc(Cc2cnc(NC(=O)/C(C#N)=C/c3ccc(-c4cccc([N+](=O)[O-])c4)o3)s2)cc1	-62*	-28%	-2%	5%	-8%	93%[activator]
COc1ccc(C)cc1NC(=S)N1CCOCC1	1	18µM*	5%	nt	11%	4%
CC(C)(C)OC(=O)N1Cc2cc3ccccc3nc2C1CO (stereo unspecified)	19	0%	?	-7%	11%	0%
COc1cccc(CN(C)CC(=O)Nc2ccccc2C(C)C)c1	-65*	8%	1%	?	-18%	-16%
Cn1c(=O)c2c(ncn2CC(=O)OCc2ccccc2)n(C)c1=O	-13	1%	?	5%	4%	22%
CCC(=O)c1ccccc1OCCN1CCN(Cc2ccccc2)CC1	-9	nt	-1%	?	3%	?

Remaining list, next part
SMILES	HCMV inh	Sm TGR inh	AmpC inh detg	Giardia FBPA inh	HCV inhibitor	AMA1 RON2 block
CC1CCN(C(=O)CCN2C(=O)C3C4C=CC(C4)C3C2=O)CC1 (stereo unspecified)	?	5%	?	4%	6%	-1%
COc1cc(NC(=O)CN2C(=O)NC(C)(CCC(C)C)C2=O)cc(OC)c1 (stereo unspecified)	65	0%	?	0%	-25%	-19%
Cc1cccc(-n2c(SC(C)C(=O)O)nc3sc4c(c3c2=O)CCCC4)c1 (stereo unspecified)	-34	-5%	-10%	-5%	20%	-5%
COc1ccc(NC(=O)CSc2nc(O)cc(=O)n2-c2ccccc2OC)cc1	39	-15%	?	17%	4%	3%
CCOc1ccc(S(=O)(=O)N2CCCC(C(=O)NCc3ccncc3)C2)cc1 (stereo unspecified)	?	5%	3%	nt	?	-10%
NS(=O)(=O)c1ccc(CNC(=O)c2cccc(S(=O)(=O)N3CCc4ccccc43)c2)cc1	?	-4%	-7%	nt	?	28%
O=C(N/N=C/c1cccnc1)c1cccc(NC(=O)c2ccc(Cl)cc2)c1	nt	-32%	3%	13%	-16%	-18%
COc1ccc(CCC(C)Nc2ccc(F)cc2)cc1 (stereo unspecified)	6	-5%	-10%	-17%	-22%	-16%
COc1ccccc1OCc1nnc(SCC(=O)c2cc(Cl)ccc2OC)o1	71	-26%	-19%	-11%	?	42%[activator]
CCCSCCCNC(=O)c1cc2c(s1)CS(=O)(=O)C2	-6	0%	-10%	-12%	18%	2%
CCC1(C)Cc2ccccc2-c2nc(SC)[nH]c(=O)c21 (stereo unspecified)	-10	-4%	-5%	-22%	-2%	0%
CC(CC(=O)O)CC(=O)Nc1ccccc1C(=O)O (stereo unspecified)	20	-6%	-11%	-2%	6%	9%
Cc1ccc(C)c(Cn2nnc3c(=O)[nH]c(C(=O)Nc4ccc(F)cc4)nc32)c1	20	8%	-12%	-8%	17%	55%[activator]
COC(=O)CNC(=O)CCc1nnc(C2(c3ccc(Cl)cc3)CCC2)o1	21	0%	-3%	0%	12%	7%
CCN1CCN(C(c2cccs2)C(C)NC(=S)Nc2cc(C)ccc2C)CC1 (stereo unspecified)	65	9%	-11%	4%	-2%	12%
COCCNC(=O)c1cnn2c(C(F)(F)F)cc(-c3ccc4c(c3)OCO4)nc12	47	4%	-2%	-5%	18%	?

Filtered by structure: those above with a thiophene ring, fused or not
SMILES	HCMV inh	Sm TGR inh	AmpC inh detg	Giardia FBPA inh	HCV inhibitor	AMA1 RON2 block
O=C(NC1CCCCC1)C1CCN(S(=O)(=O)c2cccs2)CC1	23	10%	?	7%	22%	-6%
CSCCC1COC(c2cccs2)=N1 (stereo unspecified)	-20	9%	2%	1%	1%	-5%
Cc1ccc2oc(=O)c3cc(C(=O)NCCCN4CCN(C)CC4)sc3c2c1	0	-1%	-9%	-2%	?	-5%
O=S(=O)(Nc1ccc(Br)cc1)c1cccc(NS(=O)(=O)c2cccs2)c1	-26	nt	nt	nt	18%	-12%
COc1ccc(C(C(=O)NCC2CCCO2)N(Cc2cccs2)C(=O)c2snc(C(N)=O)c2N)cc1OC (stereo unspecified)	-30	-12%	-5%	nt	-3%	3%
Cc1cccc(-n2c(SC(C)C(=O)O)nc3sc4c(c3c2=O)CCCC4)c1 (stereo unspecified)	-34	-5%	-10%	-5%	20%	-5%
CCCSCCCNC(=O)c1cc2c(s1)CS(=O)(=O)C2	-6	0%	-10%	-12%	18%	2%
CCN1CCN(C(c2cccs2)C(C)NC(=S)Nc2cc(C)ccc2C)CC1 (stereo unspecified)	65	9%	-11%	4%	-2%	12%
